Screens as filed in PubChem BioAssay.
CRFBP-R2 block: antagonists of CRF-binding protein/CRF-R2 receptor complex | HEK293 CRF-R2/CRF-BP, CRF-induced calcium fluorescence | inhibition, % at 11.8 µM | 0.59% of 350,000 active | AID 588475;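 active = inhibition of the ligand-induced calcium signal above about 50% at the single tested concentration, limit read from the data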
M5 ag: agonists of human muscarinic M5 receptor (CHRM5); P08912; activation, % at 3 µM; CHO-K1 hM5 cells, Fluo-8 calcium fluorescence; 0% DMSO wells, 100% maximal acetylcholine response; 0.19% of 360,000 active; AID 624037;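 active = activation above the run's mean over test compounds plus 3 SD, cut at about 23% in these data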;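 note: signal is peak over basal fluorescence ratio across the kinetic read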
M5 antag: CHRM5 antagonism in calcium assay; CHO-hM5 cells, Fluo-8 calcium fluorescence, ACh EC80; AID 624040; 0.59% of 360,000 active; inhibition, % at 3 µM; P08912;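 active = inhibition above a per-plate cutoff, the mean of that plate's test compounds plus 3 SD, cut at about 27% in these data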;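 note: 0% = acetylcholine EC80 with DMSO and 100% = DMSO without agonist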
IDE cell inh: cellular human IDE inhibition. HEK cells, FAbetaB cleavage, fluorescence polarization. P14735. inhibition, % at 5.59 µM. 0.41% of 320,000 active;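 active = percent inhibition above the average of all tested compounds plus 3 SD, set per screening campaign, cut at about 16% in these data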;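 note: IDE supplied by intact live HEK cells; FP after avidin binding of uncleaved biotin substrate so inhibition keeps polarization high; 0% = DMSO wells and 100% = 60 µM reference IDE inhibitor Ii1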
Target sequence (P14735 whole entry, looked up): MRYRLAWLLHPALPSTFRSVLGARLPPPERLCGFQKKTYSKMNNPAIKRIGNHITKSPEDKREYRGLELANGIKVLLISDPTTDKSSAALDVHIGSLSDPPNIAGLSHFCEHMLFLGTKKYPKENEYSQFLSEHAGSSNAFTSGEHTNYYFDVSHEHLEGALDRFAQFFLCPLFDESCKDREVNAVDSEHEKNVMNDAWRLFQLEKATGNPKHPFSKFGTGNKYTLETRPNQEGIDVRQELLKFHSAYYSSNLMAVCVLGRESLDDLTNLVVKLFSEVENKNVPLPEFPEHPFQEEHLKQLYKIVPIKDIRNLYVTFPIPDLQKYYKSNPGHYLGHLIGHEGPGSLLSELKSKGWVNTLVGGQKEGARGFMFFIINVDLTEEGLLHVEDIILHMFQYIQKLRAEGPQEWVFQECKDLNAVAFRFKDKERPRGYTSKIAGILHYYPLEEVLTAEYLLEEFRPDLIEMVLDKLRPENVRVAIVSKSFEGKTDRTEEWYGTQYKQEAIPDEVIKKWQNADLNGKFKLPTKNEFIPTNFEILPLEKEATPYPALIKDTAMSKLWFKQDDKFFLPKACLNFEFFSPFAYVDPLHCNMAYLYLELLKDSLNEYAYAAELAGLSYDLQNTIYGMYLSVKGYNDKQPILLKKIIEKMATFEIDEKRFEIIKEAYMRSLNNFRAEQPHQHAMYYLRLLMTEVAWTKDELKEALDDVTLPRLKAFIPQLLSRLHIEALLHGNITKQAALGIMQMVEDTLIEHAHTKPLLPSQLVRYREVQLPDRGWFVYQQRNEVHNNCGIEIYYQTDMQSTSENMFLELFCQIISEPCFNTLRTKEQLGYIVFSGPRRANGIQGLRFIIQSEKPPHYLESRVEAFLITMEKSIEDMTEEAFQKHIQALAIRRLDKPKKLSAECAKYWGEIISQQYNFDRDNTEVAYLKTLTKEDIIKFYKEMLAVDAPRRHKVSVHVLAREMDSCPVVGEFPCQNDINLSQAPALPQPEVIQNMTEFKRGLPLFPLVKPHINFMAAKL
CRFR2-BP ag: agonists of human CRF-binding protein/CRF-R2 receptor complex; HEK293 CRF-R2/CRF-BP, calcium dye fluorescence (FLIPR); percent of saturating CRF peptide response; activation, % at 13.2 µM; 0.46% of 350,000 active;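 active = activation of at least 50%, plus an integration ratio under a set limit after plate pattern correction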;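 note: plate controls were neutral control wells without compound for no effect and CRF at EC100 for full effect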
CHRM5 PAM: potentiates acetylcholine response at human M5 receptor | CHO-K1 hM5, Fluo-8 calcium, ACh EC20 PAM; 0% = ACh EC20, 100% = ACh EC100 | activation, % at 3 µM | 0.3% of 360,000 active;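 active = activation above the run cutoff, the mean activation of all test compounds plus 3 SD, cut at about 18% in these data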
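Assay system: CHO-K1 hM5 cells. Also added: acetylcholine at EC20 concentration, added after compound. Dosing: 3 µM, single dose. Times: compound preincubation 140 s before EC20 acetylcholine addition. Signal: Fluo-8 calcium fluorescence. Measure: % activation relative to EC20 and EC100 ACh responses. Repeats: singlicate, one well per test compound.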
M4 PAM: potentiates acetylcholine response at human M4 receptor; activation, % at 3 µM; AID 624126; P08173; CHO-K1 hM4/Gqi5, Fluo-8 calcium fluorescence, ACh EC20; 0% = ACh EC20, 100% = maximal ACh; 0.4% of 360,000 active;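 active = activation above its plate's cutoff, the mean activation of sample wells plus 3 SD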; note: some results filed as inactive read as strong as hits
M4 antag: blocks acetylcholine activation of human M4 receptor; P08173; CHO-hM4 cells, ACh EC80, Fluo-8 calcium fluorescence; inhibition, % at 3 µM; 0.73% of 360,000 active; AID 624125;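 active = inhibition above its plate's cutoff, the mean inhibition of sample wells plus 3 SD, cut at about 27% in these data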;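 note: 0% = acetylcholine EC80 with DMSO and 100% = DMSO without agonist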
M4 ag: agonists of human muscarinic M4 receptor (CHRM4); CHO-K1 hM4/Gqi5, Fluo-8 calcium fluorescence; vehicle 0%, full acetylcholine response 100%; activation, % at 3 µM; 0.14% of 360,000 active; AID 624127;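 active = activation above the run mean over all test wells plus 3 SD, cut at about 32% in these data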;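 note: peak over basal fluorescence ratio per well then scaled between controls; 0% = DMSO wells and 100% = acetylcholine at EC100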
* = called active by the depositor; / = not tested or not shown.

SMILES | CRFBP-R2 block | M5 ag | M5 antag | IDE cell inh | CRFR2-BP ag | CHRM5 PAM | M4 PAM | M4 antag | M4 ag
C[C@H](NS(=O)(=O)c1c(Cl)cccc1Cl)C(=O)NNC(=O)COc1ccccc1F | 2 | 5 | -3 | 0 | 1.4 | 5 | 9 | -12 | 1
CC(C)Cc1nnc(NC(=O)CCC(=O)N2CCCCC2)s1 | 7 | 0 | 12 | 2 | -0.8 | -3 | -5 | 5 | 1
CS(=O)(=O)N1CCN(c2ccc([N+](=O)[O-])c3cccnc23)CC1 | 4 | 1 | -3 | 2 | -0.3 | 3 | 21 | 35* | 2
Cc1ccccc1C(=O)Nc1ccc(C(=O)O)cc1NC(=O)c1ccccc1C | 31 | -3 | 5 | -1 | -0.9 | -3 | -3 | 9 | 1
CCCn1c(C2CCCN2c2nc(C)cs2)nc2cc(Cl)c(Cl)cc21 (configuration not stated) | 5 | -5 | 9 | 1 | -1.1 | 3 | 2 | -4 | -1
Cc1ccc(S(=O)(=O)N2CCN(C(=O)[C@H](Cc3ccccc3)NC(=O)c3ccco3)CC2)cc1 | -9 | 1 | 9 | / | 0.1 | -10 | 3 | -5 | 5
CCOc1ccc(C(C)=O)cc1CN1c2ccc(S(N)(=O)=O)cc2CC1C (configuration not stated) | 26 | -2 | -4 | -3 | 0.4 | 6 | 0 | 1 | 3
CC(C)(C)C(=O)Nc1ccccc1C(=O)Nc1ccncc1 | -24 | -5 | 6 | 1 | -0.5 | -2 | 4 | -2 | 0
COc1ccc2[nH]c(CN3CCN(CC=C(C)C)C(CCO)C3)c(C)c2c1 (configuration not stated) | 3 | -2 | 18 | -7 | -4.8 | -6 | -9 | 3 | 1
COc1cccc(CN2CCN(Cc3cccc(Oc4ccccc4)c3)CC2)c1OC | -4 | -8 | 7 | 1 | -0.4 | -3 | -11 | -6 | 3
Cc1noc(C)c1COC(=O)CCCOc1ccc(Cl)cc1Cl | 26 | -11 | 1 | 4 | -0.7 | -11 | -7 | -7 | 2
COc1ccc(-c2csc(NC(=O)c3cc(=O)c4ccccc4o3)n2)cc1OC | 15 | 2 | 8 | 4 | -0.6 | -4 | -5 | -1 | 6
O=C(CNS(=O)(=O)c1cccs1)N1CCN(c2ccccn2)CC1 | 6 | 0 | -3 | -1 | -0.4 | 2 | 17 | 7 | 3
CCNc1nc2c(c(=O)n(C)c(=O)n2C)n1CCCc1ccccc1 | -12 | 7 | -6 | -1 | -0.6 | 11 | -2 | 5 | 1
CCOCc1nnc(NC(=O)c2cccc(OC)c2)s1 | -21 | 21 | 10 | 1 | -1.6 | -7 | -3 | 6 | 2
CCCCN(C(=O)c1ccc(S(=O)(=O)N2CCC(C)CC2)cc1)C1CCS(=O)(=O)C1 (configuration not stated) | 2 | -4 | -3 | -6 | 1.7 | 1 | 0 | -1 | 1
CCc1cc2c(SCC(=O)NC3CCS(=O)(=O)C3)ncnc2s1 (configuration not stated) | -8 | -2 | 12 | 2 | 3.7 | 1 | 0 | -12 | 0
CC1CCN(C(CNS(=O)(=O)c2ccccc2)c2ccccc2)CC1 (configuration not stated) | -25 | -8 | 12 | -3 | 0.5 | 1 | 0 | 3 | 0
O=C(Oc1ccc(C(=S)N2CCOCC2)cc1)c1ccc(F)cc1 | 1 | 3 | -6 | 3 | -0.1 | -11 | -3 | 3 | 1
CC(C)n1cnc2cc(NC(=O)c3ccco3)ccc21 | -8 | -2 | 13 | -11 | -0.8 | -5 | -7 | 14 | 2
CCOCc1cc(CN2CCCC(CNC(=O)c3ccco3)C2)ccc1OC (configuration not stated) | 76* | -7 | 12 | 2 | -1.3 | 0 | -5 | 5 | 0
C/C(=N\NC(=O)CN1CCOCC1)C(C)(C)C | -24 | 1 | -2 | -3 | 2.6 | -1 | -2 | -2 | 2
CCOC(=O)c1cnc(SC)nc1Sc1ccccc1Cl | 1 | -6 | 10 | 2 | 6.2 | -6 | 8 | -3 | -1
Cc1csc(NC(=O)c2cc(-c3ccncc3)nc3ccccc23)n1 | -8 | 4 | 13 | 5 | -2.3 | -20 | -11 | 7 | 11
CCCCNC(=S)NNC(=O)c1ccco1 | 8 | 1 | -4 | 6 | 1.9 | 4 | 5 | 0 | 0
Cc1[nH]c(=S)c(C#N)c2c1CCCC2 | -14 | 0 | 6 | -1 | 1.2 | 9 | 6 | -1 | 2
Cc1cc(C)n(CC(=O)n2c3c(c4ccccc42)CCCC3)n1 | -16 | -3 | 9 | 3 | 0.1 | -8 | 11 | -2 | 0
OC(COc1ccc2cc(Br)ccc2c1)Cn1ccnc1 (configuration not stated) | -5 | 0 | 6 | 6 | 3.5 | -3 | -8 | -2 | 7
C[C@H](NC(=O)[C@H]1N2C(=O)c3ccccc3C2SC1(C)C)C(=O)NCC1CCCO1 (some centres not stated) | -1 | -2 | 4 | 1 | 1.5 | -3 | 1 | 3 | 0
CCCCCC(=O)Nc1ncc2c(n1)CC(c1cccs1)CC2=O (configuration not stated) | 0 | -6 | 8 | 4 | -0.1 | -2 | 5 | -6 | 0

As entered above:
In CHRM5 PAM, Cc1cc(C)n(CC(=O)n2c3c(c4ccccc42)CCCC3)n1 has the entry -8
In M4 antag, C/C(=N\NC(=O)CN1CCOCC1)C(C)(C)C has the entry -2

(continued)
SMILES | CRFBP-R2 block | M5 ag | M5 antag | IDE cell inh | CRFR2-BP ag | CHRM5 PAM | M4 PAM | M4 antag | M4 ag
O=C(Nc1cc(Cl)ccc1-n1cncn1)c1ccc([N+](=O)[O-])s1 | -24 | 0 | -2 | -1 | 2.8 | -1 | 11 | -12 | 8
COc1ccccc1NS(=O)(=O)c1cc2c3c(c1)CC(=O)N3CCC2 | -14 | 0 | 17 | -5 | -1.0 | -6 | -6 | 0 | 3
C=Cc1ccc(Cn2c(C)c(C(=O)NCc3ccc4c(c3)OCO4)sc2=O)cc1 | / | 1 | -1 | / | / | -5 | 3 | -19 | 7
N#CCS(=O)(=O)c1ccccc1 | 2 | 2 | 15 | 2 | -0.1 | -3 | 2 | 9 | 1
Cc1nc2c(-c3ccc(F)cc3)c(C)nn2c(C)c1CCC(=O)Nc1ccc(F)cc1F | 20 | 0 | 9 | 3 | -0.1 | 3 | 13 | -2 | 1
Cc1nonc1CN(C)C(=O)CC1C(=O)NCCN1Cc1ccccc1C(F)(F)F (configuration not stated) | -10 | 3 | -6 | -2 | 1.3 | 9 | 4 | 4 | 2
CCOC(=O)c1sc(NC(=O)C(C)(C)C)cc1C | 5 | -2 | -3 | 1 | 1.0 | -2 | 10 | -3 | 1
Cc1ccc([N+](=O)[O-])cc1NC(=O)C1CCN(S(C)(=O)=O)CC1 | 19 | 2 | 0 | 1 | -0.8 | 2 | 13 | 4 | 2
O=c1c(-c2ccc(Cl)cc2)[n+]([O-])c2ccccc2n1O | -8 | 0 | -7 | 3 | 9.0 | 4 | 15 | 6 | 0
CC(=O)OC1COC(OC(C)=O)CO1 (configuration not stated) | 11 | 3 | 1 | / | 6.2 | 7 | 0 | -12 | 2
COc1ccc(Cl)cc1NC(=O)CN1CCC(n2nnc3ccccc32)CC1 | 14 | -15 | 1 | 12 | -2.7 | -4 | 1 | -2 | 1
Cc1ccc2nc(CSc3nnc(-c4ccco4)o3)cc(=O)n2c1 | -7 | -3 | -5 | 8 | 5.2 | 7 | 14 | -11 | 2
CC(C)(C)C(=O)Nc1nnc(SCC(=O)NCc2cccs2)s1 | -5 | -2 | 0 | 7 | 1.5 | -4 | 12 | -5 | 1
CCNS(=O)(=O)c1ccc(CCC(=O)NC2CCCC2)cc1 | 8 | -3 | 9 | 1 | -2.4 | -4 | 4 | -2 | 0
CN(C(=O)c1ccc(NC(=O)C2CCN(C(=O)OC(C)(C)C)CC2)cc1)C1CCC1 | 4 | 4 | 2 | 8 | 1.4 | 2 | 3 | -6 | 5
CCOC(=O)NC(=O)CSc1nc2ccc([N+](=O)[O-])cc2[nH]1 | 9 | 0 | 4 | 6 | 0.3 | -2 | -2 | -3 | 4
COC(=O)c1ccccc1S(=O)(=O)NCc1nc2nc(C)cc(C)n2n1 | -6 | 1 | 5 | 8 | 1.8 | -3 | 0 | 2 | 2
Brc1cccc(OCCSc2ncccn2)c1 | -19 | -1 | 14 | 4 | 0.2 | -12 | -9 | -1 | 16
O=C(Nc1nc2ccccc2s1)NC1CCCCC1 | -25 | 1 | 11 | -6 | 2.5 | -3 | 0 | -6 | 2
CCCCC[C@H]1CN(Cc2ccccc2)C(=O)[C@@H]1CC(=O)NCc1ccccc1 | -8 | 2 | 8 | 0 | -1.4 | -1 | 8 | -12 | 9
CCCc1nc2nc(C)c(NS(=O)(=O)c3ccc(C)c(C)c3)c(=O)n2[nH]1 | 2 | 0 | 0 | / | 0.0 | -2 | 12 | -26 | 1
COc1ccccc1C(=O)CSc1nnc(-c2ccco2)o1 | -3 | -3 | 2 | 9 | 0.7 | 10 | -8 | -10 | 2
COc1cccc(CNC(=O)CSc2nc(=O)n(Cc3ccncc3)c3c2CCC3)c1 | -4 | -5 | -4 | 4 | -0.2 | 5 | 8 | -4 | 0
Cn1c(SCc2ccccc2)nc2ccsc2c1=O | -6 | 3 | 30* | 1 | -0.4 | -21 | -15 | 14 | 15
CCOC(=O)CC1CCCCN1Cc1nc(-c2ccc(F)c(OC)c2)oc1C (configuration not stated) | 1 | -6 | 6 | 4 | -0.6 | 0 | -6 | 7 | 1
Cc1cccnc1NC(=O)c1ccc(NS(=O)(=O)/C=C/c2ccccc2)cc1 | -9 | 3 | 0 | -1 | 1.0 | 1 | -1 | -9 | 2
COc1cnn(-c2cccc(Cl)c2)c(=O)c1Cl | 12 | 1 | 0 | 3 | -4.2 | 5 | 10 | -5 | 0
Cc1ccccc1-c1nnc(SCC(=O)N2CCCC2)o1 | -3 | -2 | 15 | 6 | 0.2 | -1 | -2 | -8 | 0
COCC(C)N1C(=O)Cc2c1nc(N)c1c(N)nc(N3CCN(c4ccccc4F)CC3)c(C#N)c21 (configuration not stated) | -36 | 0 | 6 | -3 | 3.8 | -13 | -3 | 0 | 11
C=CCn1c(SC(C)C(=O)NC2CC2)nnc1-c1ccoc1C (configuration not stated) | -1 | 1 | -4 | 2 | -0.8 | 0 | -2 | -4 | 0
CCn1cc(C(=O)NCCC2=CCCCC2)c(=O)c2cc(S(=O)(=O)N(C)C)ccc21 | -19 | 2 | -3 | 0 | 2.1 | 0 | -1 | -4 | 1
C=CCc1cccc2cc(C(=O)N(C)C)c(=O)oc12 | 10 | -1 | 3 | -1 | -0.8 | -2 | 6 | 3 | 1
COC(=O)c1ccc(COc2ccc(C(=O)c3ccccc3)cc2)o1 | 19 | -5 | 3 | 3 | 0.2 | -3 | -8 | 2 | 4
CN1OC[C@@H]2CN(C(=O)Cc3ccccc3)[C@H](c3ccccc3Br)C[C@@H]21 | 6 | -2 | 0 | / | -1.6 | -4 | 1 | -4 | 1
COc1cc(OC)cc(C(=O)NNC(=O)C2CCCC2)c1 | 7 | 0 | -4 | -3 | 0.5 | 3 | 0 | 3 | 1
COc1ccc([C@H]2CC(=O)C=C(C#CC(C)(C)C)C2)cc1 | 0 | 0 | 7 | 0 | -1.1 | -3 | 3 | -1 | -2
C[C@@]12C(=O)N(Cc3ccc(-c4ccccc4)cc3)CC(=O)N1[C@H](/C=C/c1ccccc1)[C@@H]1C(=O)N(c3ccccc3)C(=O)[C@@H]12 | 4 | 4 | 13 | 0 | 0.6 | 0 | -1 | 2 | 9
